RXFP1 ag: RXFP1 (human) receptor agonism | Q9HBX9 | actives 0.3% (n = 370,000) | Potency, µM (titrated, usually from 57.5 µM), for inactives: at the top dose activation, hits mostly activators | HEK293T-RXFP1 cAMP TR-FRET, 30 min; response scale: percent of porcine relaxin response, buffer zero; note: potency is the fitted concentration of half-maximal effect; % is set by controls: 0 for no effect and ±100 for the full control effect; nearly all actives have a fitted effect of over 60% in size; many of its hits are not listed in these tables
Target sequence (Q9HBX9 whole entry, looked up): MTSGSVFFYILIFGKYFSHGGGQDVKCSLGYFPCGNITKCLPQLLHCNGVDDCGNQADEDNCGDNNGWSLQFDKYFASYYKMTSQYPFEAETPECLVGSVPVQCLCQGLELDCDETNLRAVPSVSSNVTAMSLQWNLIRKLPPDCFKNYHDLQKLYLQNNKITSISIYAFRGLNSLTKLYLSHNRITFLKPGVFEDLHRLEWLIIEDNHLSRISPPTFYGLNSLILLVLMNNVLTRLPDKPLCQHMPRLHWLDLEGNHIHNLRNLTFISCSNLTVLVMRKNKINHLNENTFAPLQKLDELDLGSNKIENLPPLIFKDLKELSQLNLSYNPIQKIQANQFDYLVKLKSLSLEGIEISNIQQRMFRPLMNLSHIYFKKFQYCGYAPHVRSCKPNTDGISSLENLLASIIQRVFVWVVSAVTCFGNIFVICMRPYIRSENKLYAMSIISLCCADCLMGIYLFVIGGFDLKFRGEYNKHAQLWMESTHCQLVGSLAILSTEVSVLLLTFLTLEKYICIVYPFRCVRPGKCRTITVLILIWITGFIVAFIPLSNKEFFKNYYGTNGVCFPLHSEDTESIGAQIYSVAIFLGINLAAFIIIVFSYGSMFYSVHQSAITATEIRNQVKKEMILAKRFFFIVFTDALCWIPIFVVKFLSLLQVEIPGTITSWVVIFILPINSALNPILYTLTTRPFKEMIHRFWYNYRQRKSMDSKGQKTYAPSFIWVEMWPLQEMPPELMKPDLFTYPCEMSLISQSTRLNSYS
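HEK293T cells stably expressing RXFP1 were pretreated with the PDE4 inhibitor Ro 20174, exposed to compounds for 30 min at 37C, lysed, and cAMP was read by TR-FRET. Data normalized to buffer (basal) and 29 nM porcine relaxin (100%).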
GRP78 ERSR act: ER stress response induction in glioma. Potency, µM, inactives show at the top dose activation, hits mostly activators. U87-MG GRP78 promoter luciferase reporter, 16 h. actives 0.02% (n = 420,000). AID 602332; note: potency is the fitted concentration of half-maximal effect; series mostly up to about 76 µM; % of control where 0% means no effect; nearly all actives have a fitted effect of over 35% in size
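Stably transfected U87-MG human glioma cells carrying a GRP78-based luminescent sensor were seeded at 1000 cells/well, pin-dosed with compounds and incubated 16 h. Luciferase reagent was then added, and end-point luminescence was read after 10 min at room temperature.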
Vif-A3F inh: blocks the Vif interaction with APOBEC3F; HeLa A3F-eYFP + Vif (tagged APOBEC3F with the HIV-1 protein that degrades it), YFP fluorescence increase; Potency, µM (doses to about 46.1 µM), for inactives: at the highest dose activity, negative = active; actives 0.2% (n = 390,000); AID 602313; note: potency is the fitted concentration of half-maximal effect; % of control where 0% means no effect; nearly all actives have a fitted effect of over 65% in size
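Fluorescence increase (Ex 488/Em 500-530) after overnight compound treatment at 37 deg C flags inhibition of Vif-driven A3F-eYFP loss in stable HeLa A3F-eYFP/Vif cells seeded overnight beforehand.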
Vif-A3G inh: blocks the Vif interaction with human APOBEC3G; Q9HC16; HeLa A3G-eYFP + Vif (tagged APOBEC3G with the HIV-1 protein that degrades it), YFP fluorescence, overnight; Potency, µM (titrated, usually from 46.1 µM), without a hit: at the top dose activity, negative = active, usual class: inhibitors; actives 0.076% (n = 410,000); AID 602310;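 note: potency is the fitted concentration of half-maximal effect; % is set by controls: 0 for no effect and ±100 for the full control effect; nearly all actives have a fitted effect of over 60% in size; hits raise eYFP signal because A3G escapes Vif-driven loss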
Target sequence (Q9HC16 whole entry, looked up): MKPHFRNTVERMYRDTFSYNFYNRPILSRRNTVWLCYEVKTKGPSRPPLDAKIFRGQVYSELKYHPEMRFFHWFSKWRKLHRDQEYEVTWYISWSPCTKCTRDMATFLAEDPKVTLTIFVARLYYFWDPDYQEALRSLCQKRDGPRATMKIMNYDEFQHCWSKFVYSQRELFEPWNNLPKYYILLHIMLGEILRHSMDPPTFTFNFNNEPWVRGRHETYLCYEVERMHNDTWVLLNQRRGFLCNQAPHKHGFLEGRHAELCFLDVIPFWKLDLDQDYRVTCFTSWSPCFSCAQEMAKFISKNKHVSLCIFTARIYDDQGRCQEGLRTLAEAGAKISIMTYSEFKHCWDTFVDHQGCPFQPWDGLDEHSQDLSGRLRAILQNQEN
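HeLa cells stably expressing Vif and C-terminally eYFP-tagged A3G, seeded overnight at 37 deg C, then exposed to compound by pintool overnight at 37 deg C. Rise in yellow fluorescence (Ex 488/Em 500-530, Acumen) marks blocked Vif-driven A3G degradation.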
D2 potentiator: positively modulates the human D2 dopamine receptor allosterically; actives 0.34% (n = 340,000); HEK293 T-REx D2, calcium flux, EC20 dopamine potentiation; potentiation, % at 10 µM; AID 485347; P14416;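 active = potentiation over 3 SD above the plate norm, cut at about 30% in these data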; note: 0% is about no effect
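Tetracycline-induced Hek293 Trex D2 cells, force-coupled to calcium, loaded with no-wash calcium dye. Compound added with 180 s kinetic read for agonism, then EC20 dopamine and a further 180 s read for potentiation.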
D1 potentiator: enhances dopamine response at the human D1 receptor. P21728. HEK293 TREx D1 cells, calcium flux, dopamine EC20 potentiation. potentiation, % at 10 µM. actives 0.036% (n = 360,000); in the data active = potentiation above about 30%; note: 0% is about no effect
D1 agonist: activates the human D1 dopamine receptor | P21728 | HEK293 T-REx D1 cells, calcium flux, agonist mode | activation, % at 2 µM | actives 1% (n = 360,000); in the data active = activation above about 30%; note: 0% is about no effect
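Agonism was scored from calcium flux recorded over 180 s (1 read/s) after pintool compound addition, following a 10-cycle baseline. Cells were inducible force-coupled HEK293 TREx D1, plated overnight at 30 C and loaded with no-wash calcium dye.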
D1 antagonist: antagonists of human D1 dopamine receptor; HEK293 TREx D1 cells, calcium flux, dopamine EC80; stronger effect = lower value; P21728; AID 504652; actives 3.2% (n = 360,000); activity change, negative = inhibition, % at 10 µM; in the data active = activity change below about -30%; note: % is set by controls: 0 for no effect and ±100 for the full control effect
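Inducible Hek293 Trex D1 cells (tetracycline, overnight, 30 C). Calcium dye 30–90 min RT. Antagonist mode: EC80 dopamine added after 180 s compound read.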
RXFP1 antagonist: RXFP1 (human) relaxin receptor antagonism; Q9HBX9; HEK293-RXFP1, relaxin-stimulated cAMP HTRF, 30 min; stronger effect = lower value; activity change, negative = inhibition, % at 57.5 µM; actives 0.59% (n = 350,000);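 active = activity change of -60% or lower, but not beyond a set lower limit; inconclusive = change between -60% and -40%, or beyond the set limit; inactive = change above -40%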; note: % is set by controls: 0 for no effect and ±100 for the full control effect
Numbers without * were called inactive; ? = inconclusive; nt = no result given; & = joins results of further samples. Unless noted, calls come from the whole dose curve; as a rule, active = well fitted curve in the direction sought with a large enough effect; inconclusive = small, poorly fitted or top-dose-only effect, or another doubt; inactive = no such curve, though single readings can be large; an effect the other way counts as inactive or inconclusive. An excerpt; the hit share may differ from the screen's.

Sequence of screens: RXFP1 ag	GRP78 ERSR act	Vif-A3F inh	Vif-A3G inh	D2 potentiator	D1 potentiator	D1 agonist	D1 antagonist	RXFP1 antagonist
- COc1ccc(N2CCN(C(=O)c3ccc(NS(=O)(=O)c4ccccc4)cc3)CC2)cc1
  -0.4%	3.1%	7.6%	-1.2%	9.7	0.3	-1.1	0.5	-3.7
- CC(OC(=O)c1ccccc1O)C(=O)Nc1cccc(Cl)c1 (stereo not given)
  -1.4%	-3.5%	-1.2%	10.1%	-5.5	-11.2	16.8	-18.0	-17.9
- CN1CCc2c(OCC(=O)N3CCC(Cc4ccccc4)CC3)cccc2C1=O
  3.2%	-4.1%	-22.5%	5.0%	6.3	-2.4	11.0	-17.4	-4.4
- Cc1nc2c(N=Nc3ccccc3F)c(N)nn2c(N)c1C#N
  -0.6%	-2.8%	-2.4%	-0.1%	1.1	-5.0	3.4	3.2	3.6
- COc1ccc(-c2csc3nc(-c4ccc(F)cc4)oc(=O)c23)cc1
  -0.2%	-1.0%	-2.7%	-0.2%	4.2	-0.1	1.6	0.8	2.1
- Nc1c(Br)cc(Br)c2c1[nH]c(=O)c1ccccc12
  nt	-3.5%	-8.5%	-4.6%	nt	nt	nt	nt	1.9
- CC1(C)CC(=O)C=C(c2ccc(CO)cc2)C1=O
  nt	3.7%	-3.3%	0.0%	nt	nt	nt	nt	9.4
- O=C(CCCCCn1nnc2ccccc2c1=O)Nc1ccccc1Cl
  -0.3%	5.8%	-10.3%	0.3%	2.3	2.6	3.0	-2.3	-10.1
- CC(=O)OCN(C#N)c1nc(N(C)C)nc(N(C)C)n1
  1.5%	-4.3%	3.6%	-0.6%	6.5	-2.9	1.1	-8.1	-11.9
- O=C(OCC1CC(c2ccccn2)=NO1)c1ccc(Br)cc1 (stereo not given)
  0.5%	0.3%	-0.8%	-6.2%	-3.8	0.1	3.2	2.9	-2.1
- CCOC(=O)/C=c1/s/c(=C\c2c(OC)ccc3ccccc23)c(=O)n1CC(=O)NCC1CCCO1 (stereo not given)
  nt	-4.0%	?	11.2µM*	nt	nt	nt	nt	-30.7
- COc1cccc(CNC(=O)c2nnc(Cc3ccc(Cl)cc3)o2)c1
  0.1%	-0.8%	-8.6%	0.6%	-4.1	-1.1	-0.7	-1.1	5.0
- CCN(CC)CCOC(=O)c1ccc(NC(=O)c2cc3c(s2)-c2ccccc2OC3)cc1
  6.4%	1.6%	7.5%	?	-20.8	-7.7	6.9	-27.5	nt
- CC(CC(=O)N1CCN(c2ccccc2F)CC1)c1ccccc1 (stereo not given)
  1.1%	-1.4%	-4.2%	-1.4%	0.1	2.1	4.1	-32.1*	8.2
- CC(C)Sc1cc(Cl)nc(NC(=O)Nc2ccccc2)n1
  3.3%	3.7%	8.1%	-0.9%	1.3	1.5	1.8	13.2	9.4
- O=C1OC(c2ccc(Cl)cc2)=N/C1=C\c1cccnc1
  2.0%	4.9%	-15.7%	-1.7%	15.9	4.3	-0.1	1.2	-16.3
- CCCC1OC2CC3C4CCC5=CC(=O)C=CC5(C)C4C(O)CC3(C)C2(C(=O)O)O1 (stereo not given)
  0.4%	-3.8%	0.8%	-9.6%	14.3	-2.1	3.9	7.3	-2.8
- O=C(Nc1ccccc1C(=O)NCC1CCCO1)c1ccc(Cl)cc1Cl (stereo not given)
  -2.9%	-3.5%	-8.1%	-5.7%	-0.4	1.4	0.2	-7.5	4.5
- COc1ccc(C(=O)N2CCC(C(=O)Nc3ccc(C)cc3)CC2)cc1
  3.7%	-2.0%	-22.3%	4.8%	nt	3.6	1.2	-1.6	-4.2
- Cc1ccc(N2C(=O)CCSC23C(=O)N(Cc2ccc(F)cc2)c2ccccc23)cc1 (stereo not given)
  -3.3%	10.3%	0.4%	-5.9%	6.1	-2.4	1.0	8.9	?
- O=C(Nc1ccccc1)Nc1ccno1
  -1.0%	-3.1%	-11.4%	0.1%	13.1	-1.3	9.7	5.3	9.0
- COCCSc1nnc(NC(=O)c2ccc(NC(C)=O)cc2)s1
  4.3%	2.6%	-0.2%	6.9%	-4.5	-7.2	1.1	-19.1	-16.9
- COc1ccc(S(=O)(=O)N2CCCC2CNC(=O)C(=O)NC2CCCC2)cc1 (stereo not given)
  nt	-2.9%	-4.7%	-3.0%	nt	nt	nt	nt	-0.9
- CC(=O)NS(=O)(=O)c1cccnc1Nc1ccc(Cl)cc1
  -0.4%	-2.6%	5.1%	0.7%	2.8	-5.0	3.0	-1.8	2.4
- O=C(CN1CCN(c2ccc(C(F)(F)F)cn2)CC1)Nc1ccc2c(c1)OCO2
  -2.6%	-2.1%	1.7%	3.1%	-0.2	-10.6	12.2	-19.8	-3.5
- Nc1nc(Nc2ccc(Cl)cc2)nc2ccccc12
  -0.1%	6.4%	-6.4%	-14.1%	-12.0	-1.1	2.6	1.6	-2.1
- CCC(C)Sc1ccc([C@@H]2[C@H]3C(=O)N(CC)C(=O)[C@H]3[C@]3(C(=O)OC)CCCCN23)cc1 (stereo not given in full)
  0.2%	-8.4%	?	?	nt	7.4	18.3	-9.3	nt
- COC(=O)C1=NNC2(c3ccc(Cl)cc3)C(=O)N(c3ccccc3)C(=O)C12 (stereo not given)
  0.5%	-4.4%	5.0%	-8.1%	-7.5	6.0	1.0	2.0	21.8
- CCc1nc2ccccc2n1CC(=O)NC1CCS(=O)(=O)C1 (stereo not given)
  nt	-3.7%	-15.2%	-2.7%	nt	nt	nt	nt	-10.3
- Cc1nnc(NC(=O)CSc2nccn2Cc2ccc(F)cc2)s1
  0.1%&3.4%	-5.8%&-5.6%	-1.4%&3.3%	-9.9%&0.1%	-3.7&18.8	0.7&-2.0	1.9&0.6	6.5&-4.6	-1.8
- O=C(NCc1ccco1)c1nc2ncccn2n1
  2.7%	-3.5%	8.6%	4.3%	-0.5	6.0	0.3	8.7	-5.8
- CN(CCc1ccccn1)C(=O)c1ccc(OC(F)(F)F)cc1
  0.6%	3.7%	12.6%	-7.6%	18.6	-1.4	2.3	-9.1	11.5
- CCn1cc(C(=O)NCCCOC)c2cc(OC)c(OC)cc2c1=O
  -0.2%	-4.6%	4.7%	-3.8%	0.4	-3.5	5.4	3.7	-2.0
- CC(=O)OCC12COC3c4ccccc4OC(C)(CC1C)C3C2C (stereo not given)
  -3.4%	-7.3%	11.8%	0.3%	2.9	-1.2	-1.0	2.0	-3.1
- Cc1ccc2nc(-c3cccc(Br)c3)cc(C(=O)NC3CC3)c2c1
  2.1%	-1.8%	2.0%	2.9%	-6.5	-5.5	0.8	-12.9	-2.0
- Cc1nc2ccc(NC(=O)Cc3ccc4c(c3)OCCO4)cc2s1
  -0.1%	-2.8%	-9.9%	0.4%	2.3	-1.9	3.3	-12.5	6.9
- O=C1N(c2ccccc2)c2ccccc2C1(O)C(F)(F)F (stereo not given)
  3.9%	-4.2%	8.3%	-0.8%	5.1	0.2	3.0	-3.7	-2.7
- COc1ccc(C(=O)NCc2nnc(SCC(=O)NC3CCCC3)o2)cc1
  1.0%	-3.1%	1.4%	1.9%	-4.1	-0.9	0.8	6.4	8.4
- CN(C(=O)/C=C/c1ccccc1)C1CCS(=O)(=O)C1 (stereo not given)
  -0.7%	-3.2%	1.5%	2.8%	-9.1	-2.3	1.2	-3.3	nt
- Cc1nc(N(C)C2CCCCC2)c2nnn(Cc3ccc(F)cc3)c2n1
  nt	-4.1%	-1.9%	0.8%	nt	nt	nt	nt	-0.3
- CNC(=S)Nc1ccc(Br)cc1
  4.6%	5.1%	4.2%	3.2%	10.5	-2.7	4.9	1.4	23.2
- O=C(Nc1nnc(S(=O)(=O)Nc2ccccc2)s1)C1CCCCC1
  -1.1%&-0.2%	-5.0%&-3.5%	0.6%&-1.7%	-13.9%&-5.7%	-4.0&-12.3	9.8&-2.8	1.0&1.6	4.4&0.9	-17.6
- CCOc1ccc(S(=O)(=O)N2CCOCC2)cc1NC(=O)c1ccc(N2CCCC2=O)cc1
  5.2%	-0.5%	-6.8%	-0.7%	26.6	7.0	2.4	0.0	-15.1
- CC(C)C[C@H](NC(=O)CCCn1nnc2ccccc2c1=O)C(=O)O
  4.3%	1.2%	2.9%	3.7%	9.6	-5.8	0.8	-17.7	-0.2
- CCCc1nn2c(=O)cc(COC(=O)c3ccccc3NC(=O)c3ccc(OCC)cc3)nc2s1
  -0.1%	-2.5%	-6.9%	-2.0%	1.1	-0.2	-1.1	3.4	3.4
- COc1ccc(OC)c(NC(=O)CN(C)S(=O)(=O)c2ccc(Cl)cc2)c1
  -1.6%	-3.3%	0.6%	1.6%	-8.7	1.4	1.4	14.2	1.4
- O=C(Cn1cc(C(F)(F)F)ccc1=O)N/N=C/c1ccc(Cl)cc1
  -1.6%	-1.1%	4.7%	-0.8%	-4.1	-0.2	4.1	-6.5	-22.8
- C[C@H](CO)N1C[C@H](C)[C@@H](CN(C)C(=O)C2CC2)OCc2cnnn2CCCC1=O
  nt	0.0%	0.0%	-0.9%	nt	nt	nt	nt	-3.1
- CCn1cc(C2=NC(C(C)C)CO2)c2ccccc21 (stereo not given)
  0.5%	-1.8%	1.5%	1.0%	-5.5	-0.7	-2.5	-1.5	-0.3
- NS(=O)(=O)c1ccc(CCNC(=O)C2CCN(S(=O)(=O)c3cccc4cccnc34)CC2)cc1
  -2.9%	-3.7%	-3.7%	2.2%	-1.8	2.9	1.8	-22.9	6.2
- O=C(NCc1ccccc1Cl)C1CCC(=O)N(C2CC2)C1 (stereo not given)
  -2.9%	-1.8%	-3.5%	0.8%	4.9	-8.2	-0.1	-5.2	-15.9
- O=C(Cn1cnc2c(nc3n2CCCCC3)c1=O)Nc1cccc(C(F)(F)F)c1
  6.6%&17.3%	-5.4%&-0.8%	-1.5%&0.4%	-5.1%&0.2%	-15.5&-0.2	13.1&1.6	4.8&0.9	32.1&3.7	2.1&-12.7

Two of these compounds in another layout:
Molecule | RXFP1 ag | GRP78 ERSR act | Vif-A3F inh | Vif-A3G inh | D2 potentiator | D1 potentiator | D1 agonist | D1 antagonist | RXFP1 antagonist
C[C@H](CO)N1C[C@H](C)[C@@H](CN(C)C(=O)C2CC2)OCc2cnnn2CCCC1=O | nt | 0.0% | 0.0% | -0.9% | nt | nt | nt | nt | -3.1
CCn1cc(C2=NC(C(C)C)CO2)c2ccccc21 (stereo not given) | 0.5% | -1.8% | 1.5% | 1.0% | -5.5 | -0.7 | -2.5 | -1.5 | -0.3
